# MPTP block: permeability transition pore inhibition | isolated mouse mitochondria, Ca2+ swelling absorbance, 30 min | inhibition, % at 10 µM | 1.4% of 360,000 active | AID 602449;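 active = inhibition of 50% or more, scaled per plate between neutral and stimulator controls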;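 note: 0% = DMSO wells given calcium and 100% = 1 mM EGTA wells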
# mIAP block: mouse IAP inhibition. purified mouse IAP, CDP-Star luminescence, 30 min. inhibition, % at 10 µM. 0.2% of 330,000 active. AID 2806;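 active = inhibition of at least 40% at 10 µM in the primary screen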;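 note: plate controls were DMSO with enzyme for no effect and no enzyme wells for full effect; values of inactives mirror those of a sister screen read the other way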
# MIN6 prolif: MIN6 beta-cell proliferation induction; MIN6 cells proliferation, ATPlite luminescence, 48 h; cells starved in 0.2% serum; 100% = growth in 10% serum; proliferation, % at 10 µM; 0.29% of 330,000 active;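 active = compounds whose signal lies at least 3.5 SD above the mean of all wells on their plate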;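 note: 0% = DMSO-treated cells in low-serum medium and 100% = 10% serum control; some compounds called inactive have numbers as strong as hits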
# hIAP activ: human IAP activation; P09923; 0.16% of 330,000 active; activation factor at 10 µM; AID 2524; purified human IAP, CDP-Star luminescence, 30 min; hits give high values; 1 = vehicle-only enzyme, 0 = enzyme-free background;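 active = activation factor of the enzyme at least 2-fold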; note: the source names both 10 and 20 µM as test concentration; values of inactives mirror those of a sister screen read the other way
# Target sequence (P09923 whole entry, looked up): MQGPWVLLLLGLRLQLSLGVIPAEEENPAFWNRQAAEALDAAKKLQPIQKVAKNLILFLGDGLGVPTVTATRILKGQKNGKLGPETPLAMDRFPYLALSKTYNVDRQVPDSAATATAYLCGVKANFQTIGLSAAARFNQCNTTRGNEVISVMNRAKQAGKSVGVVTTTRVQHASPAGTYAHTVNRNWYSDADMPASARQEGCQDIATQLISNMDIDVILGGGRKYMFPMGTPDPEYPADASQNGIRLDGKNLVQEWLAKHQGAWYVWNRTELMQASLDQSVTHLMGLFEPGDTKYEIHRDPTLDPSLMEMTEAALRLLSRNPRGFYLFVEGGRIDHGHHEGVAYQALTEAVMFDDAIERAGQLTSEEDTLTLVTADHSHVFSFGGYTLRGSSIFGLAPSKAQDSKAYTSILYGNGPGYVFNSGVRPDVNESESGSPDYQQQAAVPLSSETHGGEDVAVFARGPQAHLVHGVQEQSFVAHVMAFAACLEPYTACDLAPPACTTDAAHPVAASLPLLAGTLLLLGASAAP
# mIAP act: increases mouse intestinal alkaline phosphatase activity; muIAP, CDP-Star luminescence, 30 min; hits give high values; 1 = vehicle-only enzyme signal, 0 = enzyme-free wells; activation factor at 10 µM; 0.24% of 330,000 active;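 active = activation factor of at least 2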; note: the source names both 10 and 20 µM as test concentration; values of inactives mirror those of a sister screen read the other way
#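 Assay system: mouse IAP enzyme; reagent: chemiluminescent substrate CDP-Star; dosing: test compounds delivered from DMSO solution; schedule: 30 min at room temperature; measured by: luminescence from enzymatic CDP-Star hydrolysis; controls: DMSO-only wells and no-enzyme negative control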
# APOBEC3G inh: blocks human APOBEC3G single-stranded DNA deamination; Q9HC16; recombinant A3G, ssDNA deamination FAM/TAMRA fluorescence; 0.28% of 330,000 active; inhibition, % at 20 µM;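 active = inhibition of at least 40% at 20 µM, with no more than 30% in the related APOBEC3A deaminase screen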;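 note: plate controls were DMSO wells with A3G for no effect and wells lacking A3G enzyme for full effect; some compounds called inactive have numbers as strong as hits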
# APOBEC3A inh: inhibitors of human APOBEC3A DNA deaminase; 0.41% of 330,000 active; AID 493011; inhibition, % at 20 µM; P31941; recombinant A3A, FAM/TAMRA ssDNA deamination fluorescence;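 active = at least 40% inhibition at 20 µM here, with at most 30% in a related deaminase screen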;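 note: plate controls were A3A with DMSO for no effect and wells lacking A3A enzyme for full effect; some results filed as inactive read as strong as hits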
# Target sequence (P31941 whole entry, looked up): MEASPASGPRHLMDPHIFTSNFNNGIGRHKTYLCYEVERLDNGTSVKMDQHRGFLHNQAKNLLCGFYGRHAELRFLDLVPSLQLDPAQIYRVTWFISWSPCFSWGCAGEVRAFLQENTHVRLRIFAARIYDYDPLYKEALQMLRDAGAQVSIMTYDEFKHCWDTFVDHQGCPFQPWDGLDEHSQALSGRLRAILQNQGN
# hIAP inh: blocks human intestinal alkaline phosphatase. inhibition, % at 10 µM. AID 2544. purified IAP, CDP-Star luminescence, 30 min. 0.12% of 330,000 active. P09923;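 active = inhibition reaching a set limit with compound at 10 µM in the primary screen, cut at about 35% in these data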;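 note: plate controls were DMSO wells with enzyme for no effect and no-enzyme buffer wells for full effect; values of inactives mirror those of a sister screen read the other way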
# GRIN3A LBD mod: NR3A (human) ligand-binding domain modulation; NR3A LBD differential scanning fluorimetry, Tm shift; 0% = protein alone, 100% = glycine-bound protein; Tm shift relative to glycine control, % at 25 µM; 2.5% of 340,000 active;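 active = melting temperature shift of at least 10% of the positive control shift, at one fixed dose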
# Numbers without * were called inactive; . = no result given.
SMILES,MPTP block,mIAP block,MIN6 prolif,hIAP activ,mIAP act,APOBEC3G inh,APOBEC3A inh,hIAP inh,GRIN3A LBD mod
CO/N=C(\C(=O)O)c1csc(NN=C(C)C)n1,-0.5,11,0,1.1,0.89,-9,-3,-6,1
CC(=O)Nc1cc(C(=O)N2CCN(C)CC2)ccc1S(=O)(=O)c1ccc(C)cc1,-1.6,11,0,0.91,0.89,-3,1,9,-1
O=C(Nc1ccc2c(c1)OCO2)C1CCCCN1S(=O)(=O)c1ccc(F)cc1 (centres undefined),2.0,0,-1,0.92,1,-7,-1,8,3
O=C(Cc1cccs1)Nc1nnc(Cc2ccc(F)cc2)s1,.,6,1,1.1,0.94,-7,4,-9,.
O=C(COC(=O)CCS(=O)(=O)c1ccc(Cl)cc1)NCCc1ccc(Cl)cc1Cl,-1.5,-5,1,0.98,1,-8,-3,2,-26
Nc1nnc(CC(=O)N/N=C/c2cccc(OCCOc3ccccc3)c2)s1,0.6,-3,-1,0.81,1,-2,-4,19,-3
CC(=O)N1CCN(C(=S)NCCc2ccccc2)CC1,2.6,-11,1,0.95,1.1,-1,0,5,-1
O=C(CCNc1n[nH]c(=O)[nH]c1=O)N/N=C/c1ccccc1Br,-1.2,-4,3,1.1,1,3,-3,-9,1
Cc1cc(C)nc(N(C#N)CC(=O)c2ccccc2)n1,0.1,2,-3,1.1,0.98,-5,-3,-15,4
COc1ccc(/C=N/Nc2cc(N3CCOCC3)ncn2)c(OC)c1,1.0,-7,0,0.96,1.1,-2,0,4,-1
COC(=O)Nc1nc(Sc2ncc(C(F)(F)F)cc2Cl)n[nH]1,0.7,-5,-3,1.1,1,-8,-2,-13,1
O=C(CSc1c(Cl)cccc1Cl)NC1CCCc2ccccc21 (centres undefined),2.4,-2,0,0.95,1,-2,2,5,5
O=C(c1cc2ccccc2oc1=O)N(Cc1ccccc1)Cc1ccc2c(c1)OCO2,0.1,3,0,0.78,0.97,-6,-2,22,1
CO/N=C(\CCC(=O)O)c1cccs1,1.0,8,5,1,0.92,-4,0,-2,0
COC(=O)CSc1nc2nc(-c3cccs3)cc(C(F)(F)F)c2c(=O)[nH]1,-0.5,3,-3,1.1,0.97,-7,-3,-6,-1
Cc1c(C(=O)Nc2ccccc2F)cnn1-c1ccccc1,-0.8,-1,-2,1.1,1,0,-3,-14,1
Cc1cc(C(=O)NCCC(C)C)c2ccccc2n1,0.8,-2,6,0.99,1,2,5,1,-3
O=C(C1CC(=O)N(c2ccccc2)C1)N1CCN(c2ccc(F)cc2)CC1 (centres undefined),0.8,0,-4,0.96,0.99,-1,-1,4,7
O=C(NC(=S)Nc1nc2c(ccc3ccccc32)s1)c1cccs1,4.4,34,-1,1,0.66,-4,0,-1,4
Fc1ccc(C2CCCN2Cc2nc(CC3CC3)no2)cc1 (centres undefined),-0.7,-5,1,0.91,1.1,-3,4,9,0
CN(C)C(=O)CCc1ccc2c3c([nH]c2c1)[C@]1(C)[C@@H](C(=O)N2CCCCC2)C[C@H](CC(=O)NC(C)(C)C)C(=O)N1CC3,0.7,-11,.,.,1.2,2,0,.,-1
Cc1nn(CCC(=O)NCc2ccc(OC(C)C)cc2)c(=O)c2nn(-c3ccccc3)c(C)c12,-0.7,2,0,1.2,0.98,-4,-4,-21,-2
CCCSc1nnc(Nc2ccccc2C)s1,-1.2,-5,-1,1.1,1,-6,-2,-6,-2
COc1cc(NC(=S)NCc2cccnc2)cc(OC)c1OC,-0.7,-8,-2,1.1,1.1,2,-3,-8,-2
Cc1occc1-c1nnc(SCCCC(=O)c2ccc(F)cc2)n1C,-1.2,-3,-3,0.88,1,-3,1,12,-2
COc1ccc(C(=O)OC(C)CN2CCOCC2)cc1OC (centres undefined),0.7,-8,0,1.1,1.1,0,-1,-11,2
CCOc1c(C)cnc2c1c(=O)n(Cc1ccccc1Cl)c(=O)n2C,1.5,-2,0,1.3,1,-6,-5,-27,5
CN1CCN(CCC(=O)Nc2ccccc2)CC1,-1.3,0,-2,1.1,1,-2,-5,-10,0
N#Cc1ccsc1NC(=O)COC(=O)c1ccc(NC(N)=O)cc1,2.4,-5,0,0.92,1,-6,0,8,-2
OC(CN1CCCCCC1)CN(c1ccccc1)c1ccccc1 (centres undefined),67*,-4,-5,1.1,1,1,-4,-6,-3

# An excerpt of these results, with two lines to a compound:
# Second line of a record: MPTP block, mIAP block, MIN6 prolif, hIAP activ, mIAP act, APOBEC3G inh, APOBEC3A inh, hIAP inh, GRIN3A LBD mod
Cc1cc(C)nc(N(C#N)CC(=O)c2ccccc2)n1
→ 0.1, 2, -3, 1.1, 0.98, -5, -3, -15, 4
OC(CN1CCCCCC1)CN(c1ccccc1)c1ccccc1 (centres undefined)
→ 67*, -4, -5, 1.1, 1, 1, -4, -6, -3
Cc1occc1-c1nnc(SCCCC(=O)c2ccc(F)cc2)n1C
→ -1.2, -3, -3, 0.88, 1, -3, 1, 12, -2
COc1ccc(C(=O)OC(C)CN2CCOCC2)cc1OC (centres undefined)
→ 0.7, -8, 0, 1.1, 1.1, 0, -1, -11, 2
O=C(C1CC(=O)N(c2ccccc2)C1)N1CCN(c2ccc(F)cc2)CC1 (centres undefined)
→ 0.8, 0, -4, 0.96, 0.99, -1, -1, 4, 7
CN1CCN(CCC(=O)Nc2ccccc2)CC1
→ -1.3, 0, -2, 1.1, 1, -2, -5, -10, 0
Cc1cc(C(=O)NCCC(C)C)c2ccccc2n1
→ 0.8, -2, 6, 0.99, 1, 2, 5, 1, -3

# Next entries
SMILES,MPTP block,mIAP block,MIN6 prolif,hIAP activ,mIAP act,APOBEC3G inh,APOBEC3A inh,hIAP inh,GRIN3A LBD mod
Cc1cc(C)nc(SCc2nnc(SCC(=O)Nc3ncc(C)s3)n2Cc2ccco2)n1,-1.0,-4,-2,0.93,1,-5,-4,7,-1
O=C(NCC1CCCO1)c1ccccc1 (centres undefined),-3.1,-6,-2,1.1,1.1,-6,-4,-13,-1
CC(Oc1ccc(-c2ccccc2)c(F)c1)c1ccn(S(=O)(=O)c2cccc3ccccc23)n1 (centres undefined),1.0,-6,-3,1,1.1,-3,-3,-1,1
COc1cccc2oc3ccc(C#CC4(N)CCCCC4)cc3c(=O)c12,0.8,-12,-9,1.1,1.1,-14,1,-14,-4
O=[N+]([O-])c1ccc(Cl)c(-c2ccc(/C=N/c3c(-c4ccco4)nc4ccccn34)o2)c1,1.4,16,-6,0.69,0.84,-3,8,31,-1
COc1ccc(CN2CCCC(CO)(Cc3ccc(F)cc3)C2)c(OC)c1OC (centres undefined),1.6,0,2,1.2,1,-2,-3,-17,-5
COCCN(C(=O)c1c(C)noc1C)c1c(N)n(CC(C)C)c(=O)[nH]c1=O,0.2,-9,9,0.99,1.1,-4,28,1,2
CC(=O)c1ccc(Nc2nc(C)cc(C)n2)cc1,1.1,1,-1,0.89,0.99,-10,-5,11,-1
Cc1cccc(C)c1NC(=O)CNCC(=O)Nc1c(C)cccc1C,-1.6,7,0,1.1,0.93,-9,-4,-12,1
CCOc1cccc2cc(C(=O)OCC(=O)Nc3c(C)cccc3CC)c(=O)oc12,0.0,6,3,1.1,0.94,-8,0,-5,0
COc1ccc(S(=O)(=O)N2CCCC(C(=O)N3CCOCC3)C2)cc1Cl (centres undefined),-0.3,2,-1,0.76,0.98,-7,-3,24,-3
COCC(C)NS(=O)(=O)c1ccc(C(=O)NC(Cc2ccccc2)c2ccccc2)cc1 (centres undefined),0.7,-106,-5,1,2.1*,-6,0,0,-3
COc1cc([N+](=O)[O-])cc2cc(C(=O)N3CCN=C3c3ccccc3)c(=O)oc12,1.2,16,-3,0.8,0.84,-2,4,20,1
Nc1cccc(C(=O)N/N=C/c2ccsc2)c1,0.7,-12,-2,1.1,1.1,-5,-12,-6,-3
O=C(OCC(=O)N1CCc2ccccc21)c1cncc(Br)c1,1.3,2,0,0.98,0.98,-2,5,2,0
COC(=O)c1nn(-c2ccc(-c3ccccc3)cc2)cc1O,1.2,3,-5,0.96,0.97,-4,-2,4,-5
O=C(COC(=O)c1ccc(Cl)nc1)Nc1ccc(N2CCCCC2)cc1,-1.4,4,0,1,0.96,0,1,-2,0
Cc1ccc(C(=O)N2CCN(c3ncc(C(F)(F)F)cc3Cl)CC2)s1,0.0,-10,-2,1.1,1.1,-5,-1,-10,2
CCCc1nc2sc3c(c2c(=O)n1NC(=O)c1ccco1)CC(C)(C)OC3,-0.3,-1,2,0.86,1,-10,-1,14,-1
C[C@H](OC(=O)N1CCN(C(c2ccccc2)c2ccccc2)CC1)[C@@H]1O[C@@]2(C)CCC[C@H]1O2,0.5,-2,5,0.97,1,-1,1,3,-1
COC(=O)[C@@]12CCCCN1[C@H](c1ccc(-c3ccccc3)cc1)[C@H]1C(=O)N(C)C(=O)[C@H]12,-1.2,4,-8,1.1,0.96,-6,-4,-6,-2

# Of the compounds above, these have a nitro group on carbon.
SMILES,MPTP block,mIAP block,MIN6 prolif,hIAP activ,mIAP act,APOBEC3G inh,APOBEC3A inh,hIAP inh,GRIN3A LBD mod
O=[N+]([O-])c1ccc(Cl)c(-c2ccc(/C=N/c3c(-c4ccco4)nc4ccccn34)o2)c1,1.4,16,-6,0.69,0.84,-3,8,31,-1
COc1cc([N+](=O)[O-])cc2cc(C(=O)N3CCN=C3c3ccccc3)c(=O)oc12,1.2,16,-3,0.8,0.84,-2,4,20,1

# Compound activity: PubChem, Sanford-Burnham Center for Chemical Genomics
